CHO parental Ca: ATP-evoked calcium signal inhibitors, parental CHO, primary screen, counter-screen for OX1R antagonist project, cell-based, fluorescence, Fluo-8 calcium dye. inhibition, % at 5.6 µM. 330,000 tested, 0.63% active. parental CHO-K1, ATP-induced calcium, Fluo-8 fluorescence. AID 463079, 2010;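 active means inhibition above that plate's mean sample inhibition plus 3 SD, cut at about 26% in these data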;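 further: 0% = ATP-challenged DMSO wells and 100% = DMSO wells without ATP; some compounds past the cut are filed as inactive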
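test system = CHO parental line | reagent = ATP stimulus | measured by = intracellular calcium via Fluo-8 no-wash fluorescent dye | control set = ATP and no-ATP DMSO wells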
M1 ag: human M1 muscarinic receptor agonists, primary screen, Fluo-8 calcium fluorescence, CHO-K1 cells, HTS; Muscarinic acetylcholine receptor M1 (Homo sapiens), P11229; CHO-K1 hM1, agonist mode; 0% DMSO, 100% acetylcholine EC100; activation, % at 3 µM; 360,000 tested, 0.33% active;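 active means activation above the run's mean compound activation plus 3 SD, cut at about 16% in these data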;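 further: peak over basal fluorescence ratio within a 140 s kinetic read after compound addition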
OXTR potentiator: human OXTR potentiators, primary screen, fluorescence, CHO-OTR cells, Fluo-8 calcium. Oxytocin receptor (Homo sapiens), P30559. Fluo-8 calcium fluorescence, potentiator mode; 0% = oxytocin EC15, 100% = EC100. activation, % at 3 µM. 320,000 tested, 0.061% active. AID 2445, 2010;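 active means activation above that plate's cutoff, the mean activation of tested compounds plus 3 SD, cut at about 6.6% in these data, passing the limit was not always enough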;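 further: 100% uses oxytocin at 75 nM as the full agonist control; some results filed as inactive read as strong as hits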
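Measured by – Fluo-8 calcium dye fluorescence · Test system – human OTR in CHO cells · Dosing – one concentration, 3.0 µM compound · Controls – EC15 oxytocin alone as 0%, 75 nM oxytocin as 100% · Evaluation – normalized max/min fluorescence ratio, % activation · Timing – 6 min pre-incubation, 100 s read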
TAAR1 antagonist: human TAAR1 antagonists, primary screen, Fluo-8 calcium fluorescence, CHO RD-HGA16 cells | AID 624466, 2012 | inhibition, % at 3 µM | antagonist | 360,000 tested, 1.5% active;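 active means inhibition above a per-plate cutoff, the mean inhibition of test compounds on that plate plus 3 SD, cut at about 49% in these data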;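 further: 0% = DMSO plus EC80 beta-PEA response and 100% = DMSO alone without agonist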
Target sequence (Q96RJ0 whole entry, looked up): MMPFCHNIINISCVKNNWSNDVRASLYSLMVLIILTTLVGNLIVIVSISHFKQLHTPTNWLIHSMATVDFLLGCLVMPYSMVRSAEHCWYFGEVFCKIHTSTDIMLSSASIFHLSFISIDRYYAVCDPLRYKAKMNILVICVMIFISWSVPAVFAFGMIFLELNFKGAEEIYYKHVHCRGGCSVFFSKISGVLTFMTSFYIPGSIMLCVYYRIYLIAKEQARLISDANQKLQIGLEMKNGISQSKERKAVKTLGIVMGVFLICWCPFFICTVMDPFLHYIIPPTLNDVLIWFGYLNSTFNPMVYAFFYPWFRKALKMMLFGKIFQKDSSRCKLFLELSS
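System: CHO RD-HGA16 cells bearing hTAAR1. Reagent: EC80 β-phenethylamine stimulus. Schedule: seeding 17-24 h prior, 75-min 37 °C, 30-min RT dye loading. Signal: Fluo-8 intracellular calcium dye fluorescence, real-time kinetic reads. Read-out: % inhibition from peak post-agonist over basal fluorescence ratio. Benchmarks: vehicle wells and EC80 agonist wells. Replicates: n of 1.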
M1 PAM: human M1 muscarinic receptor positive allosteric modulators, primary screen, CHO-K1 cells, Fluo-8 calcium fluorescence, 1536-well; Muscarinic acetylcholine receptor M1 (Homo sapiens), P11229; CHO-K1 hM1, ACh EC20; 0% = ACh EC20, 100% = maximal ACh; activation, % at 3 µM; 360,000 tested, 0.088% active; AID 588819, 2011; in the data active means activation above about 19%, passing the limit was not always enough
OXTR agonist: human OXTR agonists, primary screen, fluorescence, CHO-OTR cells, Fluo-8 calcium. Oxytocin receptor (Homo sapiens), P30559. Fluo-8 calcium fluorescence; normalized: DMSO 0%, oxytocin 100%. activation, % at 3 µM. 320,000 tested, 0.32% active;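 active means activation above the mean of all tested compounds plus 3 SD, cutoff set per screening run, cut at about 20% in these data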;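 further: peak over basal fluorescence ratio from a 100 s FLIPR kinetic read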
V1aR counter: agonists of human V1a receptor, primary screen, counter-screen for OXTR agonist project, fluorescence, CHO-V1R cells | Fluo-8 calcium fluorescence, agonist mode; 0% DMSO, 100% 3 nM vasopressin | Vasopressin V1a receptor (Homo sapiens), P37288 | activation, % at 3 µM | 320,000 tested, 0.25% active;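 active means activation above the mean activation of all tested compounds plus 3 SD, per screening run, cut at about 20% in these data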;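 further: signal is peak over basal fluorescence ratio across a 100 second FLIPR read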
Target sequence (P37288 whole entry, looked up): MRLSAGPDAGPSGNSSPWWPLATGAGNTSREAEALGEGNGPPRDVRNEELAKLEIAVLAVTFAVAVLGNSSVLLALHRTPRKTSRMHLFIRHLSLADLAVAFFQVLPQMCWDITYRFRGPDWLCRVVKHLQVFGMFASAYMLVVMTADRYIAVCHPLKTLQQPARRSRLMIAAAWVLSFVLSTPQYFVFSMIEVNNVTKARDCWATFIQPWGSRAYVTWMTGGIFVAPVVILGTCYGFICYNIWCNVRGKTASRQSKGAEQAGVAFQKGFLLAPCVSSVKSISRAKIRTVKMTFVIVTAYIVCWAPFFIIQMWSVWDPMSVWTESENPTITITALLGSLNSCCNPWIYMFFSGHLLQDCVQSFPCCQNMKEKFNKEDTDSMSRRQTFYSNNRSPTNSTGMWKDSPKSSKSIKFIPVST
M1 antag: human M1 muscarinic receptor antagonists, primary screen, CHO-K1 cells, Fluo-8 calcium fluorescence, 1536-well | Muscarinic acetylcholine receptor M1 (Homo sapiens), P11229 | CHO-K1 hM1, ACh EC80 antagonist | inhibition, % at 3 µM | 360,000 tested, 1.3% active | AID 588852, 2011;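 active means percent inhibition above its own plate's cutoff, namely the mean of that plate's compound wells plus 3 SD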;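 further: peak over basal fluorescence ratio during 140 s after agonist addition; 0% = ACh EC80 plus DMSO and 100% = DMSO alone without agonist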
TAAR1 agonist: human TAAR1 agonists, primary screen, Fluo-8 calcium fluorescence, CHO RD-HGA16 cells | 360,000 tested, 0.99% active | activation, % at 3 µM | vehicle wells 0%, saturating PEA agonist 100% | AID 624467, 2012;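 active means activation above the mean activation of all test compounds in the run plus 3 SD, cut at about 38% in these data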
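System: CHO RD-HGA16 cells carrying human TAAR1 plus Gα16; Incubation: 17-24 h seeding, 75 min 37 °C dye, 30 min RT; Measured by: Fluo-8 fluorescence, 5 s baseline then 140 s kinetic read; Control set: DMSO and PEA EC100; Replication: single well for each compound.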
Active calls of the source: *; . = no result given.

SMILES	CHO parental Ca	M1 ag	OXTR potentiator	TAAR1 antagonist	M1 PAM	OXTR agonist	V1aR counter	M1 antag	TAAR1 agonist
COc1cc(OC)c(-c2nc(-c3ccncc3)no2)cc1OC	-12	-4	-8	7	9	-1.4	-0.3	-10	3
Cc1ccc(C(=O)C(C)OC(=O)CNC(=O)c2ccc(Br)o2)cc1 (configuration not stated)	-17	0	1	-1	3	-0.4	1.1	-10	2
CCOC(=O)CSc1nc2ccccc2c(=O)n1CC1CCCC1	-23	-5	-14	20	-1	-2.3	-1.9	-4	3
CCOC(=O)C1(CCc2ccccc2)CCN(C(=O)C2=C(C)OCCO2)CC1	-9	-8	4	9	-3	-0.5	0.0	1	4
Cc1ccnc(NC(=O)CNC(=O)COc2ccccc2)c1	-10	-1	-6	-16	0	-0.5	0.7	7	0
CCOC(=O)/C(=N/Nc1ccccc1)N1CCCc2ccccc21	-27	-5	2	14	-11	-2.1	-1.6	-1	6
CC(=O)N1C(=O)C2(Nc3ccccc3N2)c2ccccc21	-5	-2	-6	1	0	-0.9	1.3	-29	7
COc1ccc(-c2noc(CNS(=O)(=O)c3ccccc3)n2)cc1	-2	5	-5	0	-2	3.3	5.6	-3	1
COc1ccc(OC)c(NC(=O)NCCc2cccc(Cl)c2)c1	-14	-1	-6	25	-3	-2.2	-1.5	9	35
CCCCOc1cccc(-c2nnc(NC(=O)CSc3ccc(C)cc3)s2)c1	-6	-2	-3	-27	-3	-0.6	-0.8	2	1
O=C(O)c1n[nH]c2c1CC(C1CCCCC1)CC2 (configuration not stated)	-11	-5	-3	-5	8	0.6	0.5	-1	17
O=C(CSc1nnc(-c2ccc(Br)cc2)o1)Nc1cccc2ccccc12	-24	-3	0	59*	-4	-0.8	0.3	-2	20

At a glance, part of the list above.
SMILES	CHO parental Ca	M1 ag	OXTR potentiator	TAAR1 antagonist	M1 PAM	OXTR agonist	V1aR counter	M1 antag	TAAR1 agonist
COc1cc(OC)c(-c2nc(-c3ccncc3)no2)cc1OC	-12	-4	-8	7	9	-1.4	-0.3	-10	3
Cc1ccc(C(=O)C(C)OC(=O)CNC(=O)c2ccc(Br)o2)cc1 (configuration not stated)	-17	0	1	-1	3	-0.4	1.1	-10	2
CCOC(=O)CSc1nc2ccccc2c(=O)n1CC1CCCC1	-23	-5	-14	20	-1	-2.3	-1.9	-4	3
CCOC(=O)C1(CCc2ccccc2)CCN(C(=O)C2=C(C)OCCO2)CC1	-9	-8	4	9	-3	-0.5	0.0	1	4
Cc1ccnc(NC(=O)CNC(=O)COc2ccccc2)c1	-10	-1	-6	-16	0	-0.5	0.7	7	0
CCOC(=O)/C(=N/Nc1ccccc1)N1CCCc2ccccc21	-27	-5	2	14	-11	-2.1	-1.6	-1	6
CC(=O)N1C(=O)C2(Nc3ccccc3N2)c2ccccc21	-5	-2	-6	1	0	-0.9	1.3	-29	7
COc1ccc(-c2noc(CNS(=O)(=O)c3ccccc3)n2)cc1	-2	5	-5	0	-2	3.3	5.6	-3	1
COc1ccc(OC)c(NC(=O)NCCc2cccc(Cl)c2)c1	-14	-1	-6	25	-3	-2.2	-1.5	9	35
CCCCOc1cccc(-c2nnc(NC(=O)CSc3ccc(C)cc3)s2)c1	-6	-2	-3	-27	-3	-0.6	-0.8	2	1

(cont.)
SMILES	CHO parental Ca	M1 ag	OXTR potentiator	TAAR1 antagonist	M1 PAM	OXTR agonist	V1aR counter	M1 antag	TAAR1 agonist
COc1cccc(/C=C2/Sc3ccc(C(=O)NCCN4CCCCCC4)cc3NC2=O)c1	-8	-3	-7	0	5	7.2	6.1	-6	15
CSCCC(NC(=O)COc1ccccc1)C(=O)N(C)Cc1c(F)cccc1Cl (configuration not stated)	.	0	.	52*	-11	.	.	10	10
COc1ccccc1C(=O)N/C(=C/c1ccccc1)C(=O)NC(CCSC)C(=O)O (configuration not stated)	-1	0	-3	4	-3	0.4	4.0	-9	2
COc1cccc(Oc2cn[nH]c2-c2ccc(OC)cc2O)c1	-9	-5	-18	28	-1	-1.1	-0.1	2	0
CCCCN(C(=O)Oc1ccccc1)C1CCS(=O)(=O)C1 (configuration not stated)	-11	1	2	4	9	-0.7	0.5	-15	-1
CCCCCN(C(=O)CCC(=O)OCc1cccc(C)c1)c1c(N)n(CCCC)c(=O)[nH]c1=O	-30	-3	-9	-5	0	-1.3	0.4	-2	2
Cc1cc(N/N=C/c2ccc(O)cc2)c2cccc(C)c2n1	-2	-8	-10	-24	11	0.2	7.0	-12	37
Cc1cccc(C(=O)N[C@H](C(=O)Nc2ccc(C)c(S(=O)(=O)N3CCOCC3)c2)C(C)C)c1	-18	-8	-3	9	-5	-0.8	-1.0	4	-2
COC(=O)C1=C(C)NC(C)=C(C(=O)OC)C1C1CC=CCC1 (configuration not stated)	-26	-8	-6	9	8	-1.8	-0.3	-18	5
O=C(NC(=S)Nc1ccc(Br)cn1)c1cccnc1	2	-1	-5	-46	8	-1.4	0.3	-14	4
O=CNc1cc(-c2ccc(C(=O)NC3CC3)cc2)cn2c(-c3ccc(F)c(Cl)c3)cnc12	.	-6	.	-9	9	.	.	-15	0
Cn1cccc1C(=O)NCc1ccc(S(N)(=O)=O)cc1	-5	-1	-1	-6	15	0.3	0.6	-14	2
Cc1cc(C)cc(NC(=S)N2CCN(c3ncc(C(F)(F)F)cc3Cl)CC2)c1	-25	-3	-1	-13	10	-1.4	0.2	-5	4
COc1ccc(NC(=O)C2(C)Cc3c(-c4ccc5c(c4)OCO5)ccnc3O2)cn1 (configuration not stated)	.	-2	.	-32	5	.	.	-11	-2
CC(=O)Nc1cccc(C(=O)NCC2(N3CCCCC3)CCCCC2)c1	-10	-8	2	-11	-3	-0.1	-0.4	1	0
O=C(Cn1c(-c2cncs2)nc2ccccc21)NCCc1ccccc1	-13	-2	-8	7	0	-0.1	-0.4	1	0
CN(C)C(=O)COC(=O)/C=C/c1ccccc1[N+](=O)[O-]	3	-3	-2	0	2	1.2	2.7	1	6
CCOc1ccc(N(CC(=O)NC2CCCCCC2)S(=O)(=O)c2ccccc2)cc1	-23	-3	3	-26	3	-0.4	0.0	-4	-1
CCC(C)(C)C1CCc2c(sc(N)c2C(N)=O)C1 (configuration not stated)	-9	0	-13	-3	-7	6.0	6.1	13	1
CCn1nc(NS(=O)(=O)c2ccc(NC(C)=O)cc2)c2cc3ccc(C)cc3nc21	-11	0	-10	-22	7	-1.1	-0.4	-10	12
Cn1nnnc1SCC(=O)Nc1ccc(Br)cc1Br	-19	-4	-7	18	7	0.8	-0.4	-9	3
O=C(Cn1ncc2c3ccccc3n(Cc3ccccc3F)c2c1=O)N1CCN(c2ccccn2)CC1	-15	-6	-3	-4	-11	-0.6	0.1	17	7
COc1ccccc1CCC(=O)Nc1ccc2c(c1)c(=O)n(C)n2Cc1cccc(C(F)(F)F)c1	.	-4	.	15	-1	.	.	-5	8
COc1ccccc1C(O)(C(=O)NN(C(=O)c1ccccc1)c1ccccc1C)c1cccs1 (configuration not stated)	-14	-3	5	6	10	0.7	3.0	-45	0
COC(=O)CCCC1=CC2=CC(=O)C(C)(OC(=O)c3cccs3)C(=O)C2=CO1 (configuration not stated)	0	.	-1	.	.	2.7	2.6	.	.
CCN(CC(=O)Nc1sc2c(c1C#N)CCC(C)C2)Cc1nc2ccccc2c(=O)[nH]1 (configuration not stated)	-17	-8	-5	3	14	-0.2	0.1	-5	-1
O=C(OCC(=O)N1CCN(Cc2ccccc2)CC1)c1ccc(Cl)cc1	-10	-6	-14	5	-3	-1.0	3.0	7	6
CC(=O)N=c1sccn1CC(O)c1ccc(Br)cc1 (configuration not stated)	-9	-3	-9	2	10	0.7	1.6	-9	6
CCN(CC)C(=O)C(Oc1ccc(C)nc1[N+](=O)[O-])c1ccccc1 (configuration not stated)	-2	-2	-1	-4	16	-0.1	-0.2	-9	-1
Cc1cc(NC(=O)CSc2nnc(COc3ccccc3)o2)no1	-11	-2	-3	4	4	0.6	1.1	-14	1
O=C(O)C1OC2OC3(CCCCC3)OC2C2OC3(CCCCC3)OC12 (configuration not stated)	-7	-1	-5	10	4	0.5	0.3	7	-3
Cc1ccc(-c2nc(N/N=C/c3ccccc3[N+](=O)[O-])c3ccccc3n2)cc1	10	4	-3	-4	14	-0.7	-0.7	1	0
O=C(Nc1ccc(N2CCCCC2)cc1)c1cccnc1Cl	-8	-6	3	12	2	-0.3	0.3	-18	8
Cc1ccc(N2CN(CCc3ccccc3)CNC2=S)cc1	-21	0	-6	60*	4	0.1	-0.6	-3	73*
Cc1ccc(S(=O)(=O)NNC(=O)c2cccnc2)cc1	3	-2	-1	-7	2	1.6	1.2	-2	3
O=C(CN1CCN(S(=O)(=O)c2ccc(Cl)cc2)CC1)NC1CC1	-7	-2	-3	-29	0	-1.3	0.5	0	2
O=C(/C=C/c1ccco1)N1CCN(c2ncccn2)CC1	-3	-7	-6	-2	10	-0.2	-0.1	-7	2
Cc1[nH]c(C)c(S(=O)(=O)NCCc2ccccc2)c1C(=O)N1CCCC1	-10	-3	-4	-6	3	0.8	-0.4	-6	20
COC(=O)c1ccc(CSc2nnnn2-c2ccccc2)o1	0	-7	-8	4	-2	-0.1	0.9	-15	6

Bioassay records deposited in PubChem by The Scripps Research Institute Molecular Screening Center.
